From PubChem
SRC3 TRFRET art: counter-screen for PPARgamma SRC-3 recruitment agonists: TR-FRET artefact. PPARgamma/SRC-3 format; stronger effect = higher value. TR-FRET ratio at 8 µM. hit rate 0.39% among 99,000. AID 1048; in the data active = TR-FRET ratio above about 2000; note: inactives centre near 1600; reference of the scale not given here
SRC1 TRFRET art: flags TR-FRET format artefacts in PPARgamma SRC-1 recruitment agonist screen | TR-FRET detection artefact counter-screen, emission ratio; stronger effect = higher value | TR-FRET ratio at 8 µM | hit rate 0.34% among 99,000; in the data active = TR-FRET ratio above about 2300; note: inactives centre near 1800; reference of the scale not given here
Numbers without * were called inactive.

SMILES	SRC3 TRFRET art	SRC1 TRFRET art
CCC(C)NC(=O)CSc1ncnc2sccc12 (centres undefined)	1685	1931
CC(C)=NNc1nc(-c2ccccc2)c(C)s1	1563	1961
CCN(CC)S(=O)(=O)c1ccc(N2CCCCC2)c(NC(=O)/C(C#N)=C/c2ccc(OC)cc2)c1	1793	1941
Cc1ccc(-c2nc3ccccc3c(=O)n2Cc2ccccc2)cc1	1408	1636
CC(=O)Oc1ccc(C2C3=C(CC(C)(C)CC3=O)Nc3cc4c(cc32)OCCO4)cc1 (centres undefined)	1484	2210
CCS(=O)(=O)c1nc(S(=O)(=O)c2ccc(C)cc2)c(NCc2ccccn2)s1	1511	1729
COc1ccc(C(=O)Nc2ccc(NC(=O)c3cccs3)cc2)cc1[N+](=O)[O-]	1732	1986
COc1ccccc1NC(=O)CCSc1nnc(-c2ccncc2)o1	1408	1658
O=C1CC(c2cccnc2)c2cc3c(cc2N1)OCCO3 (centres undefined)	1408	1688
CONc1nc2nonc2nc1NOC	1509	1634
CC1C(=O)N(c2ccc(S(=O)(=O)N(C)C)cc2)C1(/C=C/c1ccccc1)C(=O)NC1CCCC1 (centres undefined)	1313	1589
O=C(OCC(=O)N1CCN(Cc2ccccc2)CC1)c1ccc(Cl)cc1	1742	1744
CC(=O)NCCNC(=O)CNC(=O)c1ccc(Cl)cc1	1696	1872
Cc1cccc(C(C#N)c2ccc(Cl)nn2)c1 (centres undefined)	1610	2046
O=C(COC(=O)c1c2c(nc3ccccc13)CCCCC2)c1ccc(Cl)s1	1953	2104
CCOC(=O)CCc1c(C)n(CC)c2ncnn2c1=O	1570	1842
CC(=O)c1ccc(NC(=O)C2(S(=O)(=O)c3ccccc3)CC2)cc1	1581	1806
Cc1cc(NC(=S)NC(=O)c2ccco2)c2ccccc2n1	1562	1879
O=C(Nc1ccccc1)Nc1nnc(CSCc2ccccc2Cl)s1	1722	1661
COc1cccc(N2CCN(c3ccc(N4C(=O)CCC4=O)cc3[N+](=O)[O-])CC2)c1	1612	1878
OCCNCCNCc1ccccc1OCc1ccccc1	1710	2097
CN(Cc1ccccc1)C(=O)c1nc2ccccn2c1CNCCOc1cccnc1	1412	1644
CC(NC(=O)NC1CCCCC1)C(c1cccs1)N1CCOCC1 (centres undefined)	1561	1930
O=C(NCc1cccs1)C1CC(=O)N(c2ccc(Cl)cc2)C1 (centres undefined)	1590	1699
Cc1cc(Cl)ccc1NC(=O)Cn1cncn1	1412	1771
CCSc1ccccc1C(=O)N=C1NC(=O)CC2C(=O)NCCN12 (centres undefined)	1501	1839
O=c1cnn([C@@H]2O[C@H](CO)[C@@H](O)[C@H]2O)c(=O)[nH]1	1692	1685
CN(NC(=S)Nc1ccc(OC(F)F)cc1)C(=S)Nc1ccc(OC(F)F)cc1	1765	1670
O=C(NCCCn1ccnc1)C(=O)NCC1OCCCN1S(=O)(=O)c1ccc(Cl)cc1 (centres undefined)	1734	1813
COc1cc(/C=N/NC(=O)COc2ccccc2[N+](=O)[O-])ccc1OC(=O)c1ccco1	1378	1760

The final 4 compounds of the section before are carried over, then new ones follow:
SMILES	SRC3 TRFRET art	SRC1 TRFRET art
O=c1cnn([C@@H]2O[C@H](CO)[C@@H](O)[C@H]2O)c(=O)[nH]1	1692	1685
CN(NC(=S)Nc1ccc(OC(F)F)cc1)C(=S)Nc1ccc(OC(F)F)cc1	1765	1670
O=C(NCCCn1ccnc1)C(=O)NCC1OCCCN1S(=O)(=O)c1ccc(Cl)cc1 (centres undefined)	1734	1813
COc1cc(/C=N/NC(=O)COc2ccccc2[N+](=O)[O-])ccc1OC(=O)c1ccco1	1378	1760
Cc1cc(C)nc(SCC(=O)Nc2ccc(S(=O)(=O)Nc3ncccn3)cc2)n1	1655	1621
COc1ccc(/C(N)=N/OC(=O)Cc2ccc(C)cc2)cc1	1558	1819
Cc1cccc(/C=C(\c2nc3ccccc3[nH]2)S(=O)(=O)c2ccccc2)c1	1637	1632
Cc1cccc(NC(=O)CN2CCC(NC(=O)C3CCCCC3)CC2)c1C	1466	1734
OCCC1CN(Cc2cnc(-c3ccccc3)s2)CCN1CCc1ccccc1 (centres undefined)	1800	2087
CCCCc1c(C)c(C#N)c2nc3ccccc3n2c1Cl	1398	1881
O=[N+]([O-])c1ccc(COc2ccc(CNc3ccccc3)cc2)cc1	1749	1761
Cc1ccc(NC(=O)c2ccc(S(=O)(=O)C(F)F)cc2)c(C)c1	1589	1861
CC(/C=N/NC(=O)c1cccnc1)=C\c1ccccc1	1538	1874
COc1ccc(C=O)cc1OS(=O)(=O)c1ccccc1[N+](=O)[O-]	1277	1813
O=C(NCCc1ccc(F)cc1)c1n[nH]c2ccccc12	1248	1559
COc1ccc(CNC(=O)CCSc2ccc(F)cc2)cc1OC	1352	1877
c1ccc(Cc2noc(CN3CCN(Cc4ccc5c(c4)OCO5)CC3)n2)cc1	1373	1582
CCc1cccc(OCCCCNCCCOC)c1	1623	1691
CC1CCC(C(C)C)C(OP(=O)(c2ccccc2)C(O)c2ccncc2)C1 (centres undefined)	1568	1739
O=C(CSc1nnc(Nc2ccccc2)s1)NN1C(=O)NC2(CCCCC2)C1=O	1410	1790
Cc1ccc(-n2nnnc2Sc2nc([N+](=O)[O-])nn2C)cc1	1501	1778
COc1ccc([N+](=O)[O-])cc1-n1cccc1	1692	1890
COC(=O)c1cc(NC(=O)c2cccc(C(F)(F)F)c2)c(=O)oc1C	1709	1775
O=C(CSc1nnc(NC(=O)c2ccco2)s1)Nc1ccc2c(c1)OCCO2	1770	1736
CCSc1nnc(NC(=O)C(C)Sc2nc3ccccc3[nH]2)s1 (centres undefined)	1564	1881
Cc1cc(F)ccc1S(=O)(=O)N1CCCOC1CNC(=O)C(=O)NCCC1=CCCCC1 (centres undefined)	1396	1918
CCOC(=O)c1ccc(NC(=O)CSc2ccc(-c3ccncc3)nn2)cc1	1601	1871
COc1ccc(-c2nn(-c3ccccc3)cc2CNCc2cccnc2)c(F)c1	1768	1625
CCN(CC(=O)Nc1ccccc1C(=O)Nc1ccccc1)Cc1nc2ccccc2c(=O)[nH]1	1684	1787
CCOC(=O)C1=C(CC)Nc2ccccc2N=C1NC(=O)c1oc2ccccc2c1C	1545	1540
C(#Cc1ccccc1)CN1CCOCC1	1574	1887
COc1ccccc1N1CCN(CC(=O)Nc2ccc3c(c2)OCCO3)CC1	1541	1848
CCOC(=O)c1cc2cc(F)ccc2nc1C	1459	1776
COc1cc(C#N)ccc1OCC(=O)Nc1cccc(S(=O)(=O)N2CCCC2)c1	1470	1688

Fetched one by one from the entries so far, six records:
SMILES	SRC3 TRFRET art	SRC1 TRFRET art
COc1ccc(-c2nn(-c3ccccc3)cc2CNCc2cccnc2)c(F)c1	1768	1625
COc1ccccc1N1CCN(CC(=O)Nc2ccc3c(c2)OCCO3)CC1	1541	1848
COc1cc(C#N)ccc1OCC(=O)Nc1cccc(S(=O)(=O)N2CCCC2)c1	1470	1688
C(#Cc1ccccc1)CN1CCOCC1	1574	1887
Cc1cc(F)ccc1S(=O)(=O)N1CCCOC1CNC(=O)C(=O)NCCC1=CCCCC1 (centres undefined)	1396	1918
CCOC(=O)c1ccc(NC(=O)CSc2ccc(-c3ccncc3)nn2)cc1	1601	1871

(continued)
SMILES	SRC3 TRFRET art	SRC1 TRFRET art
CCC(C)[C@H](N)c1cn([C@@H](CCCCN)C(=O)N2CCNCC2)nn1 (some centres undefined)	1674	1825
COc1ccc(CNC(=O)CN(C)S(=O)(=O)c2ccc(Cl)cc2)cc1	1625	1785
Cc1cccc(Nc2nnc(SCC(=O)Nc3cccnc3Cl)s2)c1	1482	1856
CC(=O)Nc1ccc(SCC(=O)OCC(=O)NC(=O)NC2CCCC2)cc1	1648	1772
COc1ccc(/C=C\C(=O)NCc2ccc3[nH]c(C)cc3c2)cc1OC	1746	1918
Cc1ccc(NC(=O)COC(=O)CNC(=O)C2CCCCC2)c(Br)c1	1658	1940
CC(=O)c1cccc(NC(=O)COC(=O)c2n[nH]c3ccccc23)c1	1482	1717
CCc1ccc(C(=O)NC(CCSC)C(=O)OC)cc1 (centres undefined)	1514	1801
COc1ccccc1N(CC(=O)NCCSc1ccc(Cl)cc1)S(C)(=O)=O	1668	1966
Cc1nnc(SCc2nnc(-c3cccs3)o2)n1C	1455	1449
Cc1cccc(NC(=O)CCn2cnnn2)c1	1685	1996
CN(C)S(=O)(=O)c1cccc(NC(=O)c2cnccn2)c1	1473	1891
COCC(=O)N1CCCC(C(=O)c2ccc(Oc3ccccc3)cc2)C1 (centres undefined)	1606	1860
Cc1ccc(S(=O)(=O)NCCC(=O)OCC(=O)Nc2ccccc2Cl)cc1	1595	1728
O=C1c2ccccc2NC(c2cccs2)N1NS(=O)(=O)c1ccccc1 (centres undefined)	1652	1698
Cc1ccc(C2=NN(C(=O)CCl)C(c3cccs3)C2)o1 (centres undefined)	1584	1886
Cc1ccc(S(=O)(=O)Nc2cc(C)c(O)cc2C)cc1	1641	1633
Cc1[nH]c2c(C)cccc2c1CCNC(=O)C1CCCCC1C(=O)OCC(F)(F)F (centres undefined)	1677	1660
COC(=O)C(Cc1ccccc1)NC(=O)C(CC(C)C)NC(=O)OC(C)(C)C (centres undefined)	1788	1829
CCOP(=O)(c1ccccc1)C1(C#N)CC1 (centres undefined)	1872	1929
COc1cc(OC)cc(-n2nc(C(=O)NCCCN3CCOCC3)c3ccccc3c2=O)c1	1573	1563
COc1cccc(C2c3[nH]c4ccccc4c3CCN2Cc2ncc[nH]2)c1 (centres undefined)	1608	1710
COc1ccc(/C(=C/Nc2cccc(Br)c2)C(C)=O)cc1OC	1744	1708
Cc1ccc(Nc2cc(C(=O)NCCCN3CCOCC3)c3ccccc3n2)c(C)c1	1451	1608
Cc1ccccc1C(=O)NCC(=O)NNC(=S)NC(=O)c1ccccc1	1751	1868
CCOc1ccc(CN2CCN(CCCn3cccn3)CC2CCO)cc1 (centres undefined)	1423	1573
NNC(=O)CCN1CCN(C(c2ccccc2)c2ccccc2)CC1	1547	1778
COc1cccc(-c2nn(-c3ccccc3)cc2/C=C(\C#N)C(=O)NCCCn2ccnc2)c1	1506	1732
O=C(Cc1ccccc1)Nc1ccc(NC(=O)C2CCCCC2)nc1	1739	1909
CC(=O)Nc1ccc(C(=O)OCC(=O)Nc2ccccc2F)cc1	1276	1867
COc1ccccc1NC(C#N)c1ccccc1OCc1ccccc1 (centres undefined)	1830	2024
N/C(=N\OC(=O)c1ccc(F)cc1)c1nonc1N	1634	2003
O=C(Nc1ccccc1C(F)(F)F)N1CCN(c2ccccn2)CC1	1609	1745
c1ccc(OCc2nnnn2-c2ccccc2)cc1	1714	2056
Cc1cc2n(n1)C(c1ccccc1)CC(c1ccc(Br)cc1)=N2 (centres undefined)	1522	1978
O=C(COC(=O)c1ccc(Cl)c(S(=O)(=O)N2CCc3ccccc3C2)c1)Nc1ncc(Cl)cc1Cl	2156*	2306
CC(=O)Nc1ccc(NC(=O)C(C)n2c3ccccc3c3nc(=O)cc(C)n32)cc1 (centres undefined)	1622	1917
COc1ccc(Nc2cc(C(=O)NCc3cccnc3)c3ccccc3n2)c(OC)c1	1570	1754
CN(Cc1cccs1)C(=O)CCc1c[nH]c2ccccc12	1617	1697
Cc1c(Br)c([N+](=O)[O-])nn1CC(=O)N1CCN(Cc2ccccc2)CC1	1704	1710
COc1ccc(CCNC(=O)CN(c2cc([N+](=O)[O-])ccc2OC)S(C)(=O)=O)cc1	1433	1683
CC(C)(C)Nc1nc(OCC#N)nc(N2CCCCC2)n1	1458	1771
C=CCO/N=C(/CCC)C1=C(N)CC(C)(C)CC1=O	1514	1705
CCCNC(=O)CC(NS(=O)(=O)c1ccc(OC)cc1)c1ccco1 (centres undefined)	1867	1846
CC(=O)Nc1ccc(-n2cc(-c3ccccc3)[nH]c2=S)cc1	1542	1720
Cc1ccc(C)c(-c2cc(C(=O)Nc3cccc(C(=O)O)c3)c3ccccc3n2)c1	1662	1915
Cc1ccc(C)c(N(CC(=O)NC2CCCC2)C(=O)CCCC(=O)Nc2ccccn2)c1	1426	1892
N=C1S/C(=C\c2ccc(-c3cccc(Cl)c3)o2)C(=O)N1c1nccs1	1554	1685
Cc1cccc(C)c1-n1c(SCC(=O)N2CC(=O)Nc3ccccc32)nc2ccccc2c1=O	1564	1622
S=C(NCCc1c[nH]c2ccccc12)NC1CCCCC1	1882	1902

Record cards, from the list above. Order of screens: SRC3 TRFRET art, SRC1 TRFRET art
Entry for S=C(NCCc1c[nH]c2ccccc12)NC1CCCCC1 : 1882, 1902
Entry for CC(=O)c1cccc(NC(=O)COC(=O)c2n[nH]c3ccccc23)c1 : 1482, 1717
Entry for CN(Cc1ccccc1)C(=O)c1nc2ccccn2c1CNCCOc1cccnc1 : 1412, 1644

The listing continues:
SMILES	SRC3 TRFRET art	SRC1 TRFRET art
O=C(NNc1ncnc2c1cnn2-c1ccccc1)c1ccco1	1628	1838
Cc1nn(-c2ccccc2)c(Cl)c1/C=N\NC(=O)c1cnccn1	1562	1884
COc1ccc(C2C(C(=O)NCCCN3CCOCC3)c3ccccc3C(=O)N2c2ccc(OC)cc2)cc1 (centres undefined)	1352	1808
Cc1ccc(NS(=O)(=O)c2cc(C(=O)N3CCN(C)CC3)ccc2C)cc1C	1561	1937
COc1ccc(-n2nc(C(=O)N3CCN(Cc4ccc5c(c4)OCO5)CC3)c3ccccc3c2=O)cc1	1801	1605
O=C(NCc1cccnc1)C(=O)NCC(c1ccco1)N1CCN(c2ccc(F)cc2)CC1 (centres undefined)	1644	1789
Cc1ccc(N2CCN(C(=S)c3ccc(-c4cccc([N+](=O)[O-])c4)o3)CC2)cc1	1714	2263
Cc1cccc2cc3c(N)c(C(=O)N4CCc5ccccc54)sc3nc12	1871	1893
CCOC(=O)C(C)(C)N(Cc1ccc(C)cc1)S(=O)(=O)c1ccc(Cl)c([N+](=O)[O-])c1	1513	1875
O=C(CNC(=O)c1cccc(F)c1)N/N=C/c1cc(Br)ccc1OC(=O)/C=C/c1ccco1	1564	2065
O=C(Nc1ccc(-c2nc3ccccc3c(=O)o2)cc1)c1ccco1	1406	1743
O=C(Cn1nnc2ccccc21)N/N=C/c1ccco1	1831	2080
COc1cc(OC)cc(C(=O)N[C@H](C(=O)Nc2nc3ccccc3[nH]2)C(C)C)c1	1497	1634

The list is partial; count on the stated rates, not on these rows.
